Screens deposited in PubChem BioAssay by several laboratories.
TNAP inh hi DEA: human TNAP enzyme inhibitors, primary screen, biochemical, luminescent, high phosphate acceptor level, uHTS; Alkaline phosphatase, tissue-nonspecific isozyme (Homo sapiens), P05186; purified TNAP, CDP-star luminescence, 1 M DEA; inhibition, % at 20 µM; 0.03% of 200,000 active; AID 1135, 2008;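 active = over 50% inhibition of tissue-nonspecific alkaline phosphatase at 20 µM in the single-dose screen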;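 note: plate controls were DMSO wells for no effect and EDTA-quenched wells as full inhibition for full effect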
Target sequence (P05186 whole entry, looked up): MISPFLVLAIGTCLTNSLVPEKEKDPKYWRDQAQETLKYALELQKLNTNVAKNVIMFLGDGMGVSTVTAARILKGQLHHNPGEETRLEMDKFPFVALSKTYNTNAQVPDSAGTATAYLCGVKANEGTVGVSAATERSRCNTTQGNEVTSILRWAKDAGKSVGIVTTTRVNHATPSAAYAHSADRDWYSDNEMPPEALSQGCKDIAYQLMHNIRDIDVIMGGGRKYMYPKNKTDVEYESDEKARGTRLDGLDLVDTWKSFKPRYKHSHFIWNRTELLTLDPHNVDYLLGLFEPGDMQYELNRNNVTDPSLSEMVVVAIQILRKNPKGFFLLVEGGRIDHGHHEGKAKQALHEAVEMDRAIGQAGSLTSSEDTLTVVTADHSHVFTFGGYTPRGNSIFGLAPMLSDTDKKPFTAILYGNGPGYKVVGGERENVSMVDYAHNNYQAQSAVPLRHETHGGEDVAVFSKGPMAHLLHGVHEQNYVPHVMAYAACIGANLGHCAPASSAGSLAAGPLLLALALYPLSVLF
bIAP inhibitor: bovine intestinal alkaline phosphatase inhibitors, primary screen, selectivity assay for TNAP inhibitor project, biochemical, bovine IAP, CDP-star luminescence | AID 1019, 2008 | 190,000 tested, under 10 active | purified bovine IAP, 30 min | inhibition, % at 20 µM | alkaline phosphatase, intestinal [Bos taurus];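 active = over 50% inhibition of intestinal alkaline phosphatase at 20 µM in the single-dose screen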
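Assay system – bovine IAP enzyme · Quantity – bovine IAP at 1/65,000,000 final dilution · Detection – CDP-star luminescence signal · Times – 30 min reaction at room temperature · Also added – CDP-star substrate at 30 µM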
FLuc stim CS: FLuc activators, initial screening, artefact control for FLuc-dependent activation tests, biochemical, ATPlite luminescence | ATPlite luciferase biochemical, 10 min; 0 = ATP-free wells, 1 = DMSO control | activation factor at 10 µM | 200,000 tested, under 10 active;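 active = luciferase activation factor, scaled between plate controls, of at least 2 with compound at 10 µM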
Target sequence (P08659 whole entry, looked up): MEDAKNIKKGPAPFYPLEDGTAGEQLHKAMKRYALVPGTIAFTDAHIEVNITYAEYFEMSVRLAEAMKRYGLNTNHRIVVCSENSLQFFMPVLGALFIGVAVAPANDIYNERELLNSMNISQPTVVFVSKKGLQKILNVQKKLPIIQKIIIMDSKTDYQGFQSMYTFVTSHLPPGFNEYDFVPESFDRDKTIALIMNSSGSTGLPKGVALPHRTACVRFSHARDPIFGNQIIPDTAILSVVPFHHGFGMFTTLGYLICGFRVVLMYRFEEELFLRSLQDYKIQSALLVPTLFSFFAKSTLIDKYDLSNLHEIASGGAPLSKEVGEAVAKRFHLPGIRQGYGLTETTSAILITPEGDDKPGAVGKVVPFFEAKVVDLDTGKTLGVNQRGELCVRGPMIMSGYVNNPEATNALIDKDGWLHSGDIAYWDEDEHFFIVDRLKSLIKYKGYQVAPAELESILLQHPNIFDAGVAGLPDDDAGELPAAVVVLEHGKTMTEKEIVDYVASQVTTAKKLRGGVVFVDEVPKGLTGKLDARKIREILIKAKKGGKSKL
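Assay system: Luciferase/luciferin detection reagent, cell-free biochemical luciferase assay / Also added: ATP substrate / Schedule: 10 min at ambient temperature / Measured by: luminescence measurement of luciferase light output / Benchmarks: low control with PBS replacing ATP, high control enzyme plus ATP without compound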
TNAP inh noacc: human TNAP enzyme inhibitors, primary screen, biochemical, luminescent, no phosphate acceptor, uHTS | purified TNAP, CDP-star luminescence, 30 min | Alkaline phosphatase, tissue-nonspecific isozyme (Homo sapiens), P05186 | 0.26% of 200,000 active | inhibition, % at 20 µM;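 active = tissue-nonspecific alkaline phosphatase inhibition above about 50% at 20 µM in the single-dose screen, limit read from the data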;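 note: 0% = DMSO negative control and 100% = EDTA positive control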
RAM inhibit: inhibitors of the yeast RAM network, primary screen, dse1pr::URA3 reporter, 5-FOA selection. S. cerevisiae dse1pr::URA3 reporter, 5-FOA growth OD615, 2 d; analog-sensitive cbk1-as2 kinase mutant strain. inhibition, % at 50 µM. 1.8% of 190,000 active. AID 868, 2007;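 active = inhibition above a set limit, 3 SD over mean compound inhibition, cut at about 8.4% in these data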;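 note: 0% = DMSO-only wells with no growth and 100% = 10 µM 1-NA-PP1 full growth; inhibition rescues growth on 5-FOA so higher OD means more RAM inhibition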
APP transl inh: inhibitors of APP translation via 5'UTR reporter, primary screen, APP 5'UTR luciferase, SH-SY5Y cells | AID 1285, 2008 | 0.82% of 190,000 active | inhibition, % at 2 µM | SH-SY5Y APP 5'UTR-luciferase reporter, luminescence;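 active = inhibition above a set limit, derived from the sample mean plus 3 SD, cut at about 45% in these data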; note: values of inactives mirror those of a sister screen read the other way
TNAP act hiacc: TNAP activators at high phosphate acceptor level, primary screen, biochemical, luminescence, uHTS; Alkaline phosphatase, tissue-nonspecific isozyme (Homo sapiens), P05186; purified TNAP, CDP-star luminescence, 1 M DEA, 30 min; stronger effect = higher value; 0 = EDTA background, 1 = DMSO-only activity; activation factor at 20 µM; 200,000 tested, under 10 active; AID 1136, 2008;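 active = activation factor at least 2 at 20 µM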
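Assay system: human TNAP; Input: enzyme diluted 1/800 final; Reagent: CDP-star luminogenic substrate at 100 µM final; Timing: 30 min, room temperature; Signal: luminescence; Evaluation: TNAP activation factor scaled between EDTA and DMSO control wells.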
L major viab: Leishmania major promastigote growth inhibition, primary screen; 9% of 200,000 active; AID 1063, 2008; inhibition, % at 10 µM; Leishmania major promastigotes, resazurin fluorescence viability; in the data active = inhibition above about 50%;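 note: promastigotes grown with compound for 44 hours at 28 °C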
bIAP activator: bovine intestinal alkaline phosphatase activators, primary screen, biochemical, bovine IAP, CDP-star luminescence | purified bovine IAP, 30 min; stronger effect = higher value; fold of DMSO-control signal, blank-subtracted | AID 1016, 2008 | activation factor at 20 µM | 0.17% of 200,000 active;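 active = activation factor of 2 or more at 20 µM, a signal rise over negative controls twice the positive control's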
FLuc inh counter: firefly luciferase enzyme inhibitors, primary screen, artefact control for luciferase-based inhibitor screens, biochemical, luminescence, ATPLite; AID 1006, 2008; 10 min; 1.5% of 200,000 active; inhibition, % at 10 µM;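 active = inhibition above about 50% when tested at 10 µM, limit read from the data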
Numbers without * were called inactive; / = not tested or not shown.

SMILES	TNAP inh hi DEA	bIAP inhibitor	FLuc stim CS	TNAP inh noacc	RAM inhibit	APP transl inh	TNAP act hiacc	L major viab	bIAP activator	FLuc inh counter
NS(=O)(=O)c1cc2c(cc1Cl)NC(C1C[C@H]3C=C[C@@H]1C3)NS2(=O)=O (stereo not given in full)	6	-16	1.1	10	-0.7	-28	0.9	-3	1.2	-6
O=C(CSc1n[nH]c(-c2cccs2)n1)N1CCN(S(=O)(=O)c2ccc3ccccc3c2)CC1	-3	6	1.1	-10	3.8	-13	1	7	0.9	-6
C[C@@]1([C@@H](NC(=O)c2cccs2)c2ccc(-c3ccccc3)cc2)C[C@H]1C1CCCCC1	0	9	1	-6	3.9	-2	1	24	0.9	-4
Cc1ccc(SCc2noc(C(=O)NC(C)C)c2C(=O)O)cc1C	-3	-7	1.1	-13	0.6	-6	1	-11	1.1	-6
O=C1C(c2c(O)[nH]c3ccccc23)=Nc2ccccc21	10	26	0.8	17	/	/	0.9	/	0.7	22
CCN(C(=O)CN1CCc2ccccc21)c1c(N)n(Cc2ccccc2)c(=O)[nH]c1=O	-6	-13	1.1	0	-0.5	6	1.1	-3	1.1	-8
OC(COCc1ccccc1)CN1CCN(Cc2ccc3c(c2)OCO3)CC1 (stereo not given)	-6	2	1.1	-9	0.6	-15	1.1	90*	1	-5
O=c1[nH]ncc2c3ccccc3n(Cc3ccccc3F)c12	-4	1	1	-10	4.3	12	1	4	1	-4
COC(=O)CNc1nc(Cl)nc(Nc2ccc(C)cc2)n1	-1	5	1	-14	2.2	-28	1	9	0.9	1
CC1CC(C)CN(S(=O)(=O)c2cccc(C(=O)OCCN3CCCC3=O)c2)C1 (stereo not given)	-4	5	1.1	-6	0.6	11	1	-2	0.9	-9
O=C(O)CC/C(=N\NC(=O)c1ccccc1)c1cccs1	2	-13	1	-3	0.1	-21	1	2	1.1	4
CC(=O)N1N=C(c2cccnc2)OC1c1ccc(C(C)C)cc1 (stereo not given)	-2	-3	1	-5	1.1	16	1	-8	1	-3
COc1ccc(CCNC(=O)c2ccc(Cl)c(S(=O)(=O)N(C)c3ccccc3)c2)cc1	3	0	1	2	17*	8	1	98*	1	-1
CCOC(=O)/C(C#N)=C/c1ccc(OCC(=O)Nc2cc(C)ccc2C)c(OC)c1	-5	15	1	-11	3.1	-15	1.1	-4	0.8	-4
COc1ccc(OC)c(C(=O)COC(=O)c2c(OC)cccc2OC)c1	-5	5	1	-9	0.6	-1	1	-9	1	-4
N#C/C(=C1/C(=O)Nc2ccc(Br)cc21)c1ccccn1	6	-5	1.1	4	1.9	-7	0.9	47	1	-8
Cc1[nH]c2ccc(F)cc2c1CCN(Cc1cccnc1)C(=S)Nc1ccc(F)cc1	0	6	1	-6	-0.1	-11	1	100*	0.9	-3
O=C1CC(c2ccccc2)c2ccc(O)cc2O1 (stereo not given)	-4	28	1	-19	2.1	-2	1	-2	0.7	-4
CN(C)CCNc1cc(-c2ccncc2)nc2ccccc12	-1	1	1	-10	1.2	-31	1	39	1	-4
COc1cccc2cc(-c3nnc(SCC(=O)Nc4cc(C(F)(F)F)ccc4Cl)n3N)oc12	-11	11	1	-15	4.0	-10	1.1	-2	0.9	-2
Cn1c(NCc2cccc(Br)c2)nc2ccccc21	-2	27	1	-9	3.1	-3	1	61*	0.7	0
CN1C(=S)SC(N(O)C(=O)NC2CCCCC2)C1(C)C (stereo not given)	-3	8	1.1	-1	-1.5	-4	1	-7	0.9	-10
Nc1c2c(nc3ccc(Br)cc13)N(c1ccccc1)CC2	-1	34	1	-11	-0.5	1	1	100*	0.7	-1
O=c1c2c(nc3n1CCCCC3)sc1c(O)cccc12	-3	4	0.4	-10	0.0	-133	1	-1	1	60*
CCCOc1ccc(C(=O)NC(=S)Nc2nc3ccccc3s2)cc1	1	1	1	13	4.5	-13	1	0	1	5

As a short view, 11 of the compounds above.
SMILES	TNAP inh hi DEA	bIAP inhibitor	FLuc stim CS	TNAP inh noacc	RAM inhibit	APP transl inh	TNAP act hiacc	L major viab	bIAP activator	FLuc inh counter
O=C(CSc1n[nH]c(-c2cccs2)n1)N1CCN(S(=O)(=O)c2ccc3ccccc3c2)CC1	-3	6	1.1	-10	3.8	-13	1	7	0.9	-6
C[C@@]1([C@@H](NC(=O)c2cccs2)c2ccc(-c3ccccc3)cc2)C[C@H]1C1CCCCC1	0	9	1	-6	3.9	-2	1	24	0.9	-4
Cc1ccc(SCc2noc(C(=O)NC(C)C)c2C(=O)O)cc1C	-3	-7	1.1	-13	0.6	-6	1	-11	1.1	-6
O=C1C(c2c(O)[nH]c3ccccc23)=Nc2ccccc21	10	26	0.8	17	/	/	0.9	/	0.7	22
CCN(C(=O)CN1CCc2ccccc21)c1c(N)n(Cc2ccccc2)c(=O)[nH]c1=O	-6	-13	1.1	0	-0.5	6	1.1	-3	1.1	-8
OC(COCc1ccccc1)CN1CCN(Cc2ccc3c(c2)OCO3)CC1 (stereo not given)	-6	2	1.1	-9	0.6	-15	1.1	90*	1	-5
O=c1[nH]ncc2c3ccccc3n(Cc3ccccc3F)c12	-4	1	1	-10	4.3	12	1	4	1	-4
COC(=O)CNc1nc(Cl)nc(Nc2ccc(C)cc2)n1	-1	5	1	-14	2.2	-28	1	9	0.9	1
CC1CC(C)CN(S(=O)(=O)c2cccc(C(=O)OCCN3CCCC3=O)c2)C1 (stereo not given)	-4	5	1.1	-6	0.6	11	1	-2	0.9	-9
O=C(O)CC/C(=N\NC(=O)c1ccccc1)c1cccs1	2	-13	1	-3	0.1	-21	1	2	1.1	4
CC(=O)N1N=C(c2cccnc2)OC1c1ccc(C(C)C)cc1 (stereo not given)	-2	-3	1	-5	1.1	16	1	-8	1	-3

Carrying on.
SMILES	TNAP inh hi DEA	bIAP inhibitor	FLuc stim CS	TNAP inh noacc	RAM inhibit	APP transl inh	TNAP act hiacc	L major viab	bIAP activator	FLuc inh counter
CCC(=O)Nc1nc2ccc3sc(C)nc3c2s1	-4	-13	0.6	-5	3.6	-79	1	18	1.1	40
O=C(c1ccccc1)c1ccccc1C(=O)N1CCCC1	-1	-2	1	-8	0.8	-4	1	-1	1	-3
COc1cc(C(=S)N2CCCCC2)ccc1O	-5	7	1.1	-12	0.9	-8	1	-2	0.9	-8
Cc1ccc(OCC(=O)NC(C)c2ccccc2)c([N+](=O)[O-])n1 (stereo not given)	-2	5	1.1	2	-0.1	18	1	11	1	-11
O=C1CC(c2ccccc2)CC(O)=C1C=NCC1CCCO1 (stereo not given)	-5	10	1	-10	1.0	4	1	-5	0.9	-3
COc1ccc(-c2nnc(SCC(=O)NCc3ccco3)n2C)cc1	-1	7	1.1	-10	0.6	4	1	-5	0.9	-7
NS(=O)(=O)c1ccc(CCNC(=O)CCCOc2ccccc2)cc1	-4	8	1.1	-10	1.9	1	1	-8	0.9	-7
Cc1nccn1-c1c2c(c(C#N)c3nc4ccccc4n13)CCC2	1	6	1	-9	/	/	1	/	0.9	4
Cc1cc([N+](=O)[O-])nn1CC(=O)NNC(=S)Nc1ccc(Cl)cc1	-2	-19	1.1	-143	1.4	-6	1	-5	1.2	-5
COc1cc(/C=C(/NC(=O)c2ccccc2)C(=O)Nc2ccccc2)c([N+](=O)[O-])cc1OC	0	0	1	-4	2.4	3	1	3	1	-4
CN(C)c1nc(N)nc(Cn2ccnc2)n1	2	1	1	-7	1.2	38	1	-2	1	-2
N=c1c2c(n(Cc3ccc(Cl)cc3)c3c1CCC3)CCC2	-6	10	1	-6	2.0	-2	1.1	99*	0.9	-5
Cc1c(NC(=O)CSc2nnc3c4ccccc4n(CCc4ccccc4)c3n2)c(=O)n(-c2ccccc2)n1C	-3	-1	1.1	2	1.2	-15	1	38	1	-8
O=C(c1cc(-c2ccco2)on1)N1CCc2ccccc2C1	2	-10	1	-6	2.5	-4	1	-2	1.1	4
O=C(c1ccc(Cl)c(F)c1F)N1CCOCC1	-4	12	1.1	-10	-0.8	3	1	-3	0.9	-5
O=C(CCCN=C1NS(=O)(=O)c2ccccc21)OCC(=O)N1CCc2ccccc21	-4	8	1	2	0.9	-2	1	0	0.9	-3
Cc1ccc(S(=O)(=O)N2CCOC2CNC(=O)C(=O)NCCc2c[nH]c3ccccc23)cc1 (stereo not given)	-3	-4	1	-9	0.8	13	1	25	1	-1
Oc1ccccc1N1CCN(C(=S)NCc2ccccc2)CC1	-7	2	1.1	-13	-0.3	-34	1.1	-6	1	-5
CCCCCCC(=O)Oc1ccc(N2C(=O)CCC2=O)cc1	-6	-12	1	-11	-0.1	4	1.1	-1	1.1	0
Fc1cccc(Nc2cc(-n3cccn3)ncn2)c1	3	19	1	-4	0.1	-37	1	6	0.8	0
COC(=O)c1cc(=O)n(Cc2cccs2)c(=Nc2ccc(F)cc2)s1	-4	-6	1.1	-5	0.9	-22	1	98*	1.1	-9
Cc1cc(OCC(=O)NC(C)C)cc(C)c1Br	0	-1	1.1	-4	-0.8	-3	1	4	1	-8
Cc1cccc(NC(=O)Cn2nnc(-c3cccs3)n2)c1C	-8	13	1.1	-14	3.5	-13	1.1	-6	0.9	-6
COc1ccc(NC(=O)C2=Cc3ccccc3OC2)cc1	-2	11	0.5	-6	0.6	-157	1	-3	0.9	52*
CCN(CC)CCNC(=O)Cn1nc(-c2ccccc2)c2ccccc2c1=O	-1	9	1.1	-10	2.5	-14	1	-7	0.9	-5
Next results:
SMILES	TNAP inh hi DEA	bIAP inhibitor	FLuc stim CS	TNAP inh noacc	RAM inhibit	APP transl inh	TNAP act hiacc	L major viab	bIAP activator	FLuc inh counter
Cc1nc2c(C(=O)NCCC3=CCCCC3)c[nH]n2c(=O)c1Cl	-4	0	1.1	-6	0.4	-10	1	-4	1	-6
CCOc1cccc(Oc2ccc(C(F)(F)F)cn2)c1	-3	3	1.1	-5	-0.3	-1	1	-5	1	-6
Cc1cc(=O)oc2c(CN3CCC(C)CC3)c(O)c(Cl)cc12	0	-21	1	-6	0.5	1	1	0	1.2	1
COc1cccc(C=Nc2ccc(C)c(F)c2)c1O	-1	0	0.7	2	0.4	-7	1	-9	1	25
Cc1ccc(C(=O)C(NC(=O)c2ccco2)N2CCOCC2)cc1 (stereo not given)	-1	-10	1	-3	-1.3	-6	1	-4	1.1	2
Cc1cc(N2CCCC2)nc2ccc(NC(=S)NCCCN3CCC(C)CC3)cc12	-2	-5	1.1	2	3.4	5	1	100*	1.1	-9
